All columns: NCI-60 one-dose screen, growth in % after 48 h at 10 µM unless noted; 100 = growth as untreated, 0 = no growth, -100 = all killed.
HOP-62 = HOP-62 NSCLC. AID 1794735. 80,000 tested, 3.9% active
RPMI-8226 = RPMI-8226 leukemia cells | 77,000 tested, 7.5% active
M14 = M14 melanoma. 80,000 tested, 6.2% active. AID 1794745
A549/ATCC = A549/ATCC NSCLC; 81,000 tested, 3.7% active
HOP-92 = HOP-92 NSCLC cells; 71,000 tested, 6.3% active; AID 1794738
CCRF-CEM = CCRF-CEM leukemia; AID 1794778; 77,000 tested, 7% active
EKVX = EKVX NSCLC | 71,000 tested, 3% active | AID 1794765
MOLT-4 = MOLT-4 leukemia cells; 80,000 tested, 6.9% active; AID 1794779
* marks the source's active call; other numbers are inactive results; . = no result given; & = joins results of further samples. How the source made its calls: active means growth percent below 10; inactive means the rest.

The line under a structure holds: HOP-62	RPMI-8226	M14	A549/ATCC	HOP-92	CCRF-CEM	EKVX	MOLT-4
- CCCCOC(=O)C(C)OC(=O)c1cccc(C(=O)OC(C)C(=O)OCCCC)c1 (configuration not stated)
  92	104	104	98	.	95	105	86
- COc1nc(OC)nc(-c2cnc3cc(O)c(OC)cc3c2)n1
  89	87	105	85	105	111	97	107
- CCOC(=O)c1c2c(c(-c3ccc(OC)cc3)n1Cc1ccccc1)CCCc1cnoc1-2
  100	82	96	93	82	88	83	76
- O=Nc1c(-c2c(O)[nH]c3ncccc23)[nH]c2ccccc12
  46	70	56	47	54	65	35	41
- CN(C)c1ccc(-c2ccc3[nH]c(=O)nc(-c4ccc(F)cc4)c3c2)cn1
  48	47	23	40	56	12	56	28
- O=C1OC(c2ccc(O)cc2)(c2ccccc2O)c2ccccc21 (configuration not stated)
  120	109	118	91	104	108	109	92
- Cc1ccc(-n2cc(-c3ccccc3)c3c(SCC(=O)N/N=C/c4ccc(N(C)C)cc4)ncnc32)cc1
  89	94	95	97	45	96	79	108
- Cc1ccc(S(=O)(=O)Oc2ccccc2Cl)cc1
  97	99	100	96	.	91	96	83
- c1ccc(N2c3nc4ccccc4cc3Sc3cc4ccccc4nc32)nc1
  91	81	109	.	39	87	69	78
- O=C(Cc1nc(-c2ccc(Cl)cc2)no1)c1ccccc1
  111	94	110	81	92	89	.	97
- COc1cc2nc(SCc3ccccc3)n(-c3ccc(Cl)cc3)c(=O)c2cc1OC
  -69*	34	20	-51*	-30*	18	-13*	43
- O=C1CCN2C=CC=CC2=N1
  99	104	108	101	106	99	107	98
- O=C1/C(=C/c2ccco2)SC(=S)N1CC(=S)C1C=CS(=O)(=O)C1 (configuration not stated)
  137	88	97	102	107	101	94	86
- CC(=O)O[C@H]1CC[C@]2(C)C34OC3C[C@]3(C)[C@@H](C(C)=O)CC[C@H]3[C@]43C=C[C@@]2(C1)C1C(=O)OC(=O)C13 (some centres not stated)
  95	103	105	102	106	101	.	96
- O=C1/C(=C\c2ccco2)SC(=S)N1CCc1ccc(O)cc1
  98	83	96	100	61	45	91	82
- CCN(CC)c1ccc(CN(CC(=O)c2ccc(Cl)c(Cl)c2)Cc2ccccc2)cc1
  97	101	103	107	.	98	108	98
- C=CCSc1nc2ncnc(N)c2[nH]1
  92	95	101	98	98	101	100	97
- COc1ccc2[nH]c(=O)c(O)c(-c3ccccc3)c2c1
  98	99	102	101	86	105	96	101
- CCCCCCCCC(CC)(CC)C(=O)O
  .	104	92	103	79	109	.	117
- Cc1ccc(N)c(O)c1
  92	62	86	85	68	78	99	106
- O=c1[nH]c(=O)c2[nH]c(=O)n(-c3ccccc3)c2[nH]1
  98	95	91	91	90	88	105	100
- Cc1cc(=S)nc(N)[nH]1
  106	105	99	102	99	101	96	91
- Cc1cccc(Cl)c1NC(=O)C(C)C
  108	99	107	.	.	.	.	101
- Oc1ccc(CSc2nnc(-c3ccc(Br)cc3)o2)c2cccnc12
  22	11	32	30	5.9*	15	59	24
- COc1ccc(-c2c(C#N)c(-c3cccs3)nc3c2c(-c2ccccc2)nn3-c2ccccc2)cc1
  101	104	91	96	84	97	96	94
- COc1cc(-c2ncn(/C=C\C(=O)OC(C)C)n2)cc(C(F)(F)F)c1
  -19*	67	.	13	7.6*	12	44	2.5*
- N#CCNC(=O)Cc1ccccc1
  101	108	112	109	110	105	97	99
- Cc1cc(C)c(-c2c(Br)c(OC(=O)CO[C@@H]3C[C@H](C)CC[C@H]3C(C)C)c(-c3c(C)cc(C)c(Br)c3C)c(Br)c2OC(=O)CO[C@@H]2C[C@H](C)CC[C@H]2C(C)C)c(C)c1Br
  103	105	110	109	103	102	101	115
- Nc1cccc2[nH]c(=O)c3ccccc3c12
  82	106	.	100	71	126	101	108
- CNC1=C([N+](=O)[O-])C(c2cc(OC)c(OC)c(OC)c2)C(C#N)=C(c2ccc[nH]2)O1 (configuration not stated)
  104	103	101	105	93	106	97	101

An excerpt of these results, tab-delimited.
SMILES	HOP-62	RPMI-8226	M14	A549/ATCC	HOP-92	CCRF-CEM	EKVX	MOLT-4
Cc1cccc(Cl)c1NC(=O)C(C)C	108	99	107	.	.	.	.	101
O=Nc1c(-c2c(O)[nH]c3ncccc23)[nH]c2ccccc12	46	70	56	47	54	65	35	41
Cc1cc(C)c(-c2c(Br)c(OC(=O)CO[C@@H]3C[C@H](C)CC[C@H]3C(C)C)c(-c3c(C)cc(C)c(Br)c3C)c(Br)c2OC(=O)CO[C@@H]2C[C@H](C)CC[C@H]2C(C)C)c(C)c1Br	103	105	110	109	103	102	101	115
Cc1ccc(N)c(O)c1	92	62	86	85	68	78	99	106
O=c1[nH]c(=O)c2[nH]c(=O)n(-c3ccccc3)c2[nH]1	98	95	91	91	90	88	105	100
O=C(Cc1nc(-c2ccc(Cl)cc2)no1)c1ccccc1	111	94	110	81	92	89	.	97

(next part)
The line under a structure holds: HOP-62	RPMI-8226	M14	A549/ATCC	HOP-92	CCRF-CEM	EKVX	MOLT-4
- O=C1/C(=C/c2cccs2)SC(=S)N1CC(=S)C1C=CS(=O)(=O)C1 (configuration not stated)
  113	90	94	91	104	83	94	90
- CC(=O)Nc1ccc(S(=O)(=O)Oc2nccnc2N)cc1
  122	89	102	95	96	97	109	74
- O=C1Nc2ccc(Cl)cc2/C1=N/N=C/c1ccc2c(c1)OCCO2
  96	.	110	104	99	102	94	99
- COc1cc(/C=C/C(=O)NO)ccc1OCCOc1ccc2c(C)cc(=O)oc2c1
  99	103	106	103	104	102	103	105
- COC(=O)Nc1cccc2ccccc12
  90	103	101	93	78	99	96	107
- S=C(SSC(=S)N(c1ccccc1)c1ccccc1)N(c1ccccc1)c1ccccc1
  98	97	101	82	86	88	118	94
- Nc1nc2ccc(OC(F)(F)F)cc2o1
  86	100	90	106	98	91	99	85
- COc1cc2ncnc(Nc3cc(C)[nH]n3)c2cc1OC
  99	105	112	83	77	103	.	102
- COc1ccc(C2c3sc4ccc(C)cc4c3Oc3nc(N)nc(N)c32)cc1 (configuration not stated)
  79	84	75	92	.	83	76	90
- CN1C(=O)c2cc(Cl)nc3c(NC(=O)c4cccc(Cl)c4)c(Cl)c(NC(=O)c4cccc(Cl)c4)c1c23
  17	38	-21*	84	-38*	7.3*	27	-20*
- Cc1ccc(Cn2c(O)c(N=NC(=O)c3ccc(S(N)(=O)=O)cc3)c3ccccc32)cc1
  106	92	112	94	106	106	103	94
- N=C(N)N=Nc1ccc(NN=C(N)N)c2ccccc12
  .	110	76	98	94	101	116	97
- N#Cc1ccc(NC(=O)CSc2ccc(-c3ccc(Br)cc3)nn2)cc1
  89	58	63	65	70	58	72	43
- CCC(ON=C(C)C)C(=O)O (configuration not stated)
  111	108	104	94	114	106	115	76
- Cc1ccc(-n2cc3c(-c4cc5c(ccc6ccccc65)oc4=O)n[nH]c(=O)c3n2)cc1
  .	82	89	97	76	59	77	72
- O=C(O)c1cccc2c1C(=O)c1cc([N+](=O)[O-])cc([N+](=O)[O-])c1-2
  99	99	108	99	95	100	101	113
- Cc1ccc(-c2csc(NN=C(c3ccccc3)c3ccccc3)n2)cc1
  101	82	95	81	.	76	89	62
- NNc1ccc(-c2ccc(NN)cc2)cc1
  103	98	99	100	86	99	103	101
- CC[C@@H](C[C@H](CCO)c1ccccc1)c1cc2ccccc2o1
  84	91	92	84	97	91	103	80
- Cc1c(NC=O)c(=O)n(-c2ccccc2)n1C
  96	.	90	105	.	.	95	112
- CCN(CC)c1ccc(-c2cc(-c3cc(OC)c(OC)c(OC)c3)nc(N3CCC(O)CC3)c2C#N)cc1
  18	-12*	-56*	0.6*	-18*	16	19	2.7*
- Cc1nnc(N)s1
  106&99	101&102	96&109	103&95	105&83	107&99	99	106&101
- CC(C)(C)CC(C)(C)c1ccc(OCCOc2ccc(C(N)=O)cc2[N+](=O)[O-])cc1
  123	75	106	78	90	66	82	93
- CS(=O)(=O)c1ccc(-c2nc3ccccn3c2C=Nc2ccc(Br)cc2)cc1
  85	70	46	62	99	56	88	62
- O=C(N/N=C/c1ccc(F)cc1)c1[nH]c2ccc(I)cc2c1-c1ccccc1
  38	22	28	32	22	39	5.9*	73
- COc1ccc(-c2n[nH]c(=O)c3c2sc2ncc(-c4ccc(OC)cc4)n23)cc1
  100	94	103	88	103	86	103	95
- Cc1[nH]n(C(N)=S)c(=O)c1N=Nc1ccc(O)c(C(=O)O)c1
  110	66	110	114	.	37	118	69
- O=C(CSc1nc2sc3c(c2c(=O)n1-c1ccc(Cl)cc1)CCCC3)NNC(=O)c1ccc(F)cc1
  24	83	81	94	69	74	63	81
- CC(C)(O)CN(C(=O)C(c1ccccc1)c1ccccc1)C1CCCCC1
  99	94	122	87	78	94	70	101
- CCc1cc(O)ccc1Nc1cc(-c2ccc(-n3cccn3)cc2)[nH]n1
  37	53	47	56	139	60	63	44

Single records (already shown).
Record of N#Cc1ccc(NC(=O)CSc2ccc(-c3ccc(Br)cc3)nn2)cc1 : HOP-62: 89; RPMI-8226: 58; M14: 63; A549/ATCC: 65; HOP-92: 70; CCRF-CEM: 58; EKVX: 72; MOLT-4: 43
Record of S=C(SSC(=S)N(c1ccccc1)c1ccccc1)N(c1ccccc1)c1ccccc1 : HOP-62: 98; RPMI-8226: 97; M14: 101; A549/ATCC: 82; HOP-92: 86; CCRF-CEM: 88; EKVX: 118; MOLT-4: 94

Further records follow:
The line under a structure holds: HOP-62	RPMI-8226	M14	A549/ATCC	HOP-92	CCRF-CEM	EKVX	MOLT-4
- Cc1ccc(-c2c(Br)c(OC(=O)CO[C@@H]3C[C@H](C)CC[C@H]3C(C)C)c(-c3ccc(C)cc3C)c(Br)c2OC(=O)CO[C@H]2C[C@@H](C)CC[C@@H]2C(C)C)c(C)c1
  94	94	92	89	94	90	101	98
- Cn1c(=O)c2[nH]c(SCC(=O)Nc3ccc(C(=O)/C=C/c4ccc(Br)cc4)cc3)nc2n(C)c1=O
  90	98	102	95	68	99	101	103
- CCCCC(=O)C1CCCC1
  107	97	103	92	67	.	.	103
- FC(F)(F)Oc1ccc2c(c1)C[C@H]1C[C@@H](c3ccoc3)N2O1
  .	92	117	92	83	102	94	96
- N/C(=N\C(N)=N\c1nc2ccccc2s1)c1ccc2ccccc2c1
  -28*	77	97	9.9*	89	.	48	61
- Cc1cc(C(=O)CC(=O)C(F)(F)F)c(C)o1
  96	100	109	103	.	95	99	100
- COc1cc(/C=C2\S/C(=N/Nc3nc(-c4ccc(Br)cc4)cs3)NC2=O)cc(OC)c1OC
  70	61	73	48	52	42	59	69
- CCSc1oc(-c2ccccc2)nc1S(=O)(=O)c1ccc(F)cc1
  94	71	93	76	93	89	89	81
- CCN1C(=O)/C(=c2\sc3n(c2=O)NC2C(N=3)N(CC)C(=S)N2CC)c2ccccc21 (configuration not stated)
  79	97	95	100	94	.	92	100
- CCn1c(SC/C(=N/O)c2ccc(C)cc2)nnc1-c1ccncc1
  108	104	100	107	103	109	103	102
- CC1CCOC(c2ccccc2)O1 (configuration not stated)
  89	100	101	87	95	81	100	100
- C=C1C(=O)O[C@H]2[C@H]1CC/C(Cn1cc(-c3cc(C(F)(F)F)cc(C(F)(F)F)c3)nn1)=C\CC[C@@]1(C)O[C@@H]21
  -79*	-31*	-70*	-85*	-95*	-33*	-97*	-28*
- Cc1ccc(C(=O)N2C/C(=C/c3ccccc3)C(=O)/C(=C/c3ccccc3)C2)cc1
  77	-23*	18	84	.	23	.	33
- Cn1c(-c2ccc3c(c2)OCO3)cc(=O)c2cc3c(cc21)OCO3
  101	97	123	85	97	96	102	101
- O=C(Oc1ccc(Cl)cc1[N+](=O)[O-])Oc1ccc(Cl)cc1[N+](=O)[O-]
  113	100	109	99	93	102	108	98
- CCCCC/C(=C\c1ccccc1)C1OCC(COCC)O1 (configuration not stated)
  81	102	101	86	115	98	99	93
- CC(=O)OC[C@]12CC[C@@H](/C(C)=N/O)[C@@H]1[C@H]1CC[C@@H]3[C@@]4(C)CCCNC(C)(C)[C@@H]4CC[C@@]3(C)[C@]1(C)CC2
  85	49	78	65	67	52	85	36
- Cn1c(=O)c2[nH]c(COc3ccc(C(C)(C)C)cc3)nc2n(C)c1=O
  88	63	94	61	70	62	69	71
- CCN(CC)c1ccc(N=Cc2ccc(N(C)C)cc2)cc1
  100	90	104	98	83	96	101	92
- CCOC(=O)c1c(C)nn(CC(O)c2ccccc2)c1NC(=O)Nc1cccc(F)c1 (configuration not stated)
  91	81	96	87	72	89	91	89
- COc1nc2c(c(=O)[nH]1)NC1=C(C(=O)c3ccccc31)C1(C=C(O)c3ccccc31)N2 (configuration not stated)
  95	98	99	109	86	100	94	83
- CCC(=O)c1cc([N+](=O)[O-])c(Br)s1
  101	.	72	105	89	1.7*	104	34
- Cc1cccc(C)c1NC(=O)Cn1c2ccc(Cl)cc2c2ccc([C@H](C)C(=O)O)cc21
  81	94	80	63	97	102	99	84
- O=C(O)C(C(=O)Nc1ccccc1)c1ccccc1 (configuration not stated)
  101	97	105	85	84	96	104	99
- COC1OC(C(O)CO)C(O)C(O)C1O (configuration not stated)
  102&94	104&102	104	100&97	122&104	94&101	113	87&108
- CN1CCN(c2ccc(NC(=O)CN(c3ccc(F)cc3)S(=O)(=O)c3ccc(Cl)cc3)cc2)CC1
  88	75	87	85	44	74	91	81
- O=C(Cc1ccccc1)NNC(=O)Cc1ccccc1
  89	104	102	106	109	105	94	92
- CCOC(=O)CC1CCCCC1
  96	100	99	95	86	82	103	97
- Nc1[nH]c(=O)n(Cc2ccccc2)c(=O)c1Cc1ccccc1
  104	93	100	98	90	98	98	100
- CC(C)CCC[C@@H](C)[C@H]1CC[C@H]2[C@@H]3CC=C4c5sc(Nc6ccccc6Cl)nc5CC[C@]4(C)[C@H]3CC[C@]12C
  93	99	94	90	89	94	94	93
- NNCCC(=O)O
  100	97	99	107	88	103	.	105
- NC(=S)N1N=C(c2ccccc2)CC1c1cn(-c2ccccc2)nc1-c1ccc(OCc2ccccc2)cc1 (configuration not stated)
  101	91	101	92	80	103	78	99

Bioassay records deposited in PubChem BioAssay by NCI.
